Compound activity: PubChem, several laboratories
CHRM4 PAM: human M4 muscarinic receptor positive allosteric modulators, primary screen, CHO-K1 cells, Fluo-8 calcium fluorescence; Muscarinic acetylcholine receptor M4 (Homo sapiens), P08173; CHO-K1 hM4/Gqi5, ACh EC20; 0% = ACh EC20, 100% = maximal ACh; AID 624126, 2012; actives 0.4% (n = 360,000); activation, % at 3 µM;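 active = activation above its plate's cutoff, the mean activation of sample wells plus 3 SD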; note: some results filed as inactive read as strong as hits
CRFBP-R2 agonist: agonists of CRF-BP/CRF-R2 complex, primary screen, cell-based, HEK293, calcium dye fluorescence, uHTS. actives 0.46% (n = 350,000). calcium dye fluorescence (FLIPR); percent of saturating CRF peptide response. activation, % at 13.2 µM. CRF-binding protein / CRF receptor 2 complex (human);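 active = activation of at least 50%, plus an integration ratio under a set limit after plate pattern correction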;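 note: plate controls were neutral control wells without compound for no effect and CRF at EC100 for full effect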
M5 PAM: human M5 muscarinic receptor positive allosteric modulators, primary screen, CHO-K1 cells, Fluo-8 calcium fluorescence | AID 624038, 2012 | Muscarinic acetylcholine receptor M5 (Homo sapiens), P08912 | CHO-K1 hM5, ACh EC20 PAM; 0% = ACh EC20, 100% = ACh EC100 | actives 0.3% (n = 360,000) | activation, % at 3 µM;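 active = activation above the run cutoff, the mean activation of all test compounds plus 3 SD, cut at about 18% in these data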
Target sequence (P08912 whole entry, looked up): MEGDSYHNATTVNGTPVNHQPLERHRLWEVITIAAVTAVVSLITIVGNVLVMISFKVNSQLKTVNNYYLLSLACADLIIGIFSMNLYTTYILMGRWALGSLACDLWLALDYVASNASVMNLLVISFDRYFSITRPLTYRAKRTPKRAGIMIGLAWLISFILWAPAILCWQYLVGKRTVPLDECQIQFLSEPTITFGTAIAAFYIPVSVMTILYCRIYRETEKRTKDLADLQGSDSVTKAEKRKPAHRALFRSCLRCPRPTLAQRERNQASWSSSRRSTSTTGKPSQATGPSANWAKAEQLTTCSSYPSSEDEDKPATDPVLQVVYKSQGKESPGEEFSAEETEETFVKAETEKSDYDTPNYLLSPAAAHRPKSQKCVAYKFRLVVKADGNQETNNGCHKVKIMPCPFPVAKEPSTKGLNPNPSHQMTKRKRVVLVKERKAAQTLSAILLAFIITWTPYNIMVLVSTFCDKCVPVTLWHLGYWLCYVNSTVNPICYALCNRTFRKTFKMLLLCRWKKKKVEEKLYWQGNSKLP
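system = human M5 receptor in CHO-K1 cells | compound = one concentration, 3 µM final (nominal) | schedule = Post-acetylcholine fluorescence recording 140 s | signal = Fluo-8 calcium dye fluorescence, kinetic read | benchmarks = low control EC20 acetylcholine (0%), high control EC100 acetylcholine (100%) | repeats = singlicate, one well per test compound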
CHRM5 agonist: human M5 muscarinic receptor agonists, primary screen, CHO-K1 cells, Fluo-8 calcium fluorescence | Muscarinic acetylcholine receptor M5 (Homo sapiens), P08912 | activation, % at 3 µM | AID 624037, 2012 | CHO-K1 hM5 cells; 0% DMSO wells, 100% maximal acetylcholine response | actives 0.19% (n = 360,000);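 active = activation above the run's mean over test compounds plus 3 SD, cut at about 23% in these data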;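 note: signal is peak over basal fluorescence ratio across the kinetic read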
CHRM1 antagonist: human M1 muscarinic receptor antagonists, primary screen, CHO-K1 cells, Fluo-8 calcium fluorescence, 1536-well; Muscarinic acetylcholine receptor M1 (Homo sapiens), P11229; CHO-K1 hM1, ACh EC80 antagonist; inhibition, % at 3 µM; actives 1.3% (n = 360,000); AID 588852, 2011;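 active = percent inhibition above its own plate's cutoff, namely the mean of that plate's compound wells plus 3 SD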;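 note: peak over basal fluorescence ratio during 140 s after agonist addition; 0% = ACh EC80 plus DMSO and 100% = DMSO alone without agonist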
Target sequence (P11229 whole entry, looked up): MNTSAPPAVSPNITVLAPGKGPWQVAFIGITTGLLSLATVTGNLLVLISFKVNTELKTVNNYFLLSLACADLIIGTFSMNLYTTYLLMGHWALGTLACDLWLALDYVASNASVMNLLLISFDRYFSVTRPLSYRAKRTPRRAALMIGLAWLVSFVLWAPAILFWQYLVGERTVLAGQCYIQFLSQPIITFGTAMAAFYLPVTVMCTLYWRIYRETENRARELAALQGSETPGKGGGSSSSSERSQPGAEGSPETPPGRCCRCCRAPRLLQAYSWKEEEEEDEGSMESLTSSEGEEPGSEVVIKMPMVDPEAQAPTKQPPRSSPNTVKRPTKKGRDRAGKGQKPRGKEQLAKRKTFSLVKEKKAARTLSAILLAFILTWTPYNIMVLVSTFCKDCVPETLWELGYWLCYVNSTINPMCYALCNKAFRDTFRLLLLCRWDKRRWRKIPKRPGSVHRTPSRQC
CHRM4 antagonist: human M4 muscarinic receptor antagonists, primary screen, CHO cells, Fluo-8 calcium fluorescence. inhibition, % at 3 µM. Muscarinic acetylcholine receptor M4 (Homo sapiens), P08173. CHO-hM4 cells, ACh EC80. actives 0.73% (n = 360,000);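 active = inhibition above its plate's cutoff, the mean inhibition of sample wells plus 3 SD, cut at about 27% in these data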;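 note: 0% = acetylcholine EC80 with DMSO and 100% = DMSO without agonist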
M5 antag: human M5 muscarinic receptor antagonists, primary screen, CHO cells, Fluo-8 calcium fluorescence | Muscarinic acetylcholine receptor M5 (Homo sapiens), P08912 | CHO-hM5 cells, ACh EC80 | inhibition, % at 3 µM | actives 0.59% (n = 360,000);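 active = inhibition above a per-plate cutoff, the mean of that plate's test compounds plus 3 SD, cut at about 27% in these data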;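 note: 0% = acetylcholine EC80 with DMSO and 100% = DMSO without agonist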
M4 ag: human M4 muscarinic receptor agonists, primary screen, CHO-K1 cells, Fluo-8 calcium fluorescence; Muscarinic acetylcholine receptor M4 (Homo sapiens), P08173; CHO-K1 hM4/Gqi5; vehicle 0%, full acetylcholine response 100%; activation, % at 3 µM; actives 0.14% (n = 360,000); AID 624127, 2012;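 active = activation above the run mean over all test wells plus 3 SD, cut at about 32% in these data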;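 note: peak over basal fluorescence ratio per well then scaled between controls; 0% = DMSO wells and 100% = acetylcholine at EC100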
CHRM1 PAM: human M1 muscarinic receptor positive allosteric modulators, primary screen, CHO-K1 cells, Fluo-8 calcium fluorescence, 1536-well; activation, % at 3 µM; CHO-K1 hM1, ACh EC20; 0% = ACh EC20, 100% = maximal ACh; Muscarinic acetylcholine receptor M1 (Homo sapiens), P11229; actives 0.088% (n = 360,000); in the data active = activation above about 19%, passing the limit was not always enough
* = called active by the depositor; . = not tested or not shown.

Fields: M5 PAM, CRFBP-R2 agonist, CHRM4 PAM, M5 antag, CHRM1 PAM, M4 ag, CHRM4 antagonist, CHRM5 agonist, CHRM1 antagonist
- OC1(c2cccc(C(F)(F)F)c2)CCN(c2ccc(-c3ccccc3)nn2)CC1
  -3.2, -1.2, 2.9, 0.7, -2.4, 0.8, -5.6, 3.3, 0.0
- CCCCc1cc(=O)oc2c(C)c(OCC(=O)NCc3ccccn3)ccc12
  1.4, -0.4, 0.0, -1.3, 8.7, -0.1, 1.1, -2.8, -8.2
- CC1=C(C(=O)OCc2ccc3c(c2)OCO3)C(c2ccc(Cl)cc2)NC(=O)N1 (centres undefined)
  -5.1, 0.8, -4.2, 14.3, -0.6, 11.0, -1.9, -0.3, -12.6
- Cc1ccc(-c2nc(SCC(=O)c3c(N)n(C4CC4)c(=O)[nH]c3=O)n[nH]2)cc1
  -8.4, 1.6, 8.8, -3.9, 12.5, 0.2, -11.8, 1.5, 3.3
- COc1ccc(CC(=O)N2CCN(S(=O)(=O)c3cccs3)CC2)cc1OC
  -0.6, -0.7, -10.8, 7.2, 11.5, 1.2, -5.7, -0.5, -15.0
- Cc1ccc(-c2csc(-c3c[nH]c4ccccc34)n2)cc1
  4.8, -1.2, 4.8, -11.9, -2.8, 0.5, 8.4, -0.9, -3.2
- CC1CC(C)CN(C(=O)CCCn2c(=S)[nH]c3ccccc3c2=O)C1 (centres undefined)
  3.6, -0.7, -2.8, 0.0, 6.1, 3.1, 0.6, 0.1, -7.1
- Cc1ccc(CCC(=O)NCc2ccccc2)o1
  -3.8, -0.9, 4.5, 4.3, 4.4, 1.2, -1.8, -1.1, -8.7
- O=S(=O)(/N=C(/Nc1ccccc1)c1ccccc1O)c1ccccc1
  2.1, -0.7, 4.9, 12.8, 1.6, 0.4, -6.3, 2.7, 15.7
- Cc1ccc(NC(=S)N2CCN(c3ncccn3)CC2)c(C)c1
  -1.0, -0.5, -11.4, -4.5, -7.1, 0.7, 4.0, -2.3, 21.3
- COc1ccccc1Nc1cc(C)nc(Nc2ccccc2OC)n1
  -10.9, 1.4, 2.9, 10.7, -3.7, 6.0, 6.9, 2.6, 10.3
- CCN1CCC(C(=O)NC(c2ccc(F)cc2)c2ncccc2C)CC1 (centres undefined)
  -0.2, ., -0.4, 0.8, 3.9, 1.1, 6.9, -2.1, -14.1
- NC(=O)c1ccc(-n2nc(C(F)(F)F)c3c2CCCC3)cc1
  4.0, 1.8, 8.0, -4.6, -0.3, 0.8, -1.1, -3.6, 2.1
- C=C1CCN([C@@H](C)C(=O)NCc2ccc(OC)cc2)S(=O)(=O)c2ccccc21
  -1.6, -1.1, 5.8, 5.5, -5.9, 6.8, -12.8, 2.2, 9.3
- COc1ccccc1-c1nnc(Nc2nc3c(OC)cccc3s2)o1
  -3.4, 9.9, -6.0, 24.4, 12.6, 3.2, 34.5*, 0.8, -2.2
- COc1ccccc1-c1nnc2n1N=C(C)CS2
  -9.6, 0.4, 10.2, 1.8, 2.4, 1.1, 16.8, -0.8, -8.0
- CC1CCN(S(=O)(=O)c2ccc(NC(=O)C3CC(=O)N(c4ccccc4)C3)cc2)CC1 (centres undefined)
  -4.2, 1.8, 0.5, 1.8, -3.0, 3.4, -14.0, 1.3, -0.9
- O=C(Nc1ccc(N2CCOCC2)cc1)Nc1ccc2nc(-c3ccco3)c(-c3ccco3)nc2c1
  -18.4, 0.8, -4.0, 8.6, -15.2, 7.8, 12.3, 6.4, 33.4*
- COc1ccccc1N(CC(=O)Nc1ccccc1C)S(C)(=O)=O
  1.6, 1.4, 4.4, 1.8, 1.6, 0.2, -2.7, -2.4, -5.2
- O=C(CCN1C(=O)c2cccc3cccc(c23)C1=O)NCc1ccco1
  2.7, -2.5, -4.1, -0.1, 10.2, 1.4, -1.1, -1.7, 1.3
- CCCNC(=O)Cn1c2ccccc2c2nc(=O)cc(C)n21
  2.0, 11.8, 5.9, 2.4, 6.6, 0.2, 5.6, 1.5, -7.0
- CC(N)c1csc(Nc2ccc(S(C)(=O)=O)cc2)n1 (centres undefined)
  -1.9, ., 6.2, 0.8, -1.7, 0.2, -11.0, 0.1, 0.7
- CC(N=C1NS(=O)(=O)c2ccccc21)C(=O)NCc1ccncc1 (centres undefined)
  3.8, -1.0, -2.6, -5.9, 1.4, -0.3, -5.1, -3.5, 4.0
- COc1ccc2cc(C=O)n(C)c2c1
  -8.1, -1.4, 3.9, 15.2, 14.8, -1.1, 2.6, 0.1, -6.6
- O=C(COc1ccc2c3c(c(=O)oc2c1)CCCC3)NCC(O)c1ccccc1 (centres undefined)
  2.8, -1.6, 5.0, 5.5, 10.3, 0.0, 4.0, -4.1, -1.8
- CCOC(=O)CNC(=O)C1(/C=C/c2ccccc2)CC(=O)N1c1ccc(C)cc1 (centres undefined)
  7.2, 2.6, 3.6, 2.7, 12.2, 1.4, 8.0, -1.8, -12.8
- O=C(COc1coc(CN2CCN(c3ccc(F)cc3)CC2)cc1=O)NC1CCCCC1
  -4.7, -1.1, 10.1, 6.9, 6.5, 2.1, 5.2, 6.9, -1.4
- COC(=O)c1c(NC(=O)COC(=O)[C@@H](NS(=O)(=O)c2cccc(Cl)c2)C(C)C)sc2c1CCC2
  -12.7, 0.4, -6.1, 7.6, -0.9, 0.1, -7.1, -1.7, 7.9
- CCc1ccc(NC(=O)CSc2nnc(-c3ccccn3)n2C)cc1
  3.0, -1.7, 1.1, -7.0, -2.2, -0.3, -6.6, 0.2, 1.4
- Cc1ccc(SCCC(=O)Nc2ccccc2C(=O)NC(C)C)cc1
  -1.0, -1.4, 1.2, 0.8, 4.7, 1.2, 0.5, -3.5, -8.1
- CCCC(=O)Nc1ccc(C(=O)NNC(=O)c2cccc([N+](=O)[O-])c2)cc1
  3.3, -4.1, 9.2, -0.3, 11.1, 1.0, -2.6, -0.7, -2.1
- CC(C)CN(C(=O)COC(=O)c1cccs1)c1c(N)n(Cc2ccccc2)c(=O)[nH]c1=O
  4.6, 4.5, 4.5, -8.4, 22.9, 0.7, -13.3, 0.9, -24.5
- COc1ccc(CCNC(=O)c2ccc(=O)[nH]c2)cc1
  -1.5, 1.2, -1.8, -0.8, 10.6, 0.8, 5.2, -1.7, -4.8
- Cc1ccc(-n2nnnc2SCC(=O)NC2CCS(=O)(=O)C2)c(C)c1 (centres undefined)
  3.4, -0.3, 4.3, 4.2, 16.9, 1.5, -11.5, 2.3, -21.1
- O=C(Nc1ccc(Oc2ccccc2)cc1)c1ccc(Cn2c(=O)[nH]c3ccsc3c2=O)cc1
  -1.0, 11.6, 0.0, -4.8, 6.2, 0.5, -10.7, 1.3, 3.3
- CCC(=O)Nc1cccc(NC(=O)c2cccc([N+](=O)[O-])c2)c1
  5.6, -2.0, 15.2, -5.6, 2.1, 2.4, 7.9, 5.7, 1.1
- O=C(N/C(=C/c1cccs1)C(=O)N1CCOCC1)c1ccco1
  -0.1, 2.6, 2.2, 8.3, 4.4, 0.1, 10.9, -0.3, -4.4
- COc1ccc(OC)c(-c2cc(C(=O)Nc3c(C)nn(Cc4ccccc4)c3C)no2)c1
  -5.2, -2.8, -4.0, 7.8, 3.0, 1.9, 3.0, -3.1, -0.6
- Cn1cccc1C1C(C#N)=C(N)OC2=C1C(=O)CCC2 (centres undefined)
  0.5, 2.9, 0.2, 9.3, 3.4, 0.5, 8.9, 0.5, -0.6
- O=C(Cn1nc([N+](=O)[O-])nc1Br)NC1CCCCC1
  -0.2, 0.1, 2.2, 0.4, 2.2, 0.2, -5.3, -3.8, -1.3

Whole records from above.
Shown for O=C(N/C(=C/c1cccs1)C(=O)N1CCOCC1)c1ccco1 : M5 PAM = -0.1; CRFBP-R2 agonist = 2.6; CHRM4 PAM = 2.2; M5 antag = 8.3; CHRM1 PAM = 4.4; M4 ag = 0.1; CHRM4 antagonist = 10.9; CHRM5 agonist = -0.3; CHRM1 antagonist = -4.4
Shown for CCC(=O)Nc1cccc(NC(=O)c2cccc([N+](=O)[O-])c2)c1 : M5 PAM = 5.6; CRFBP-R2 agonist = -2.0; CHRM4 PAM = 15.2; M5 antag = -5.6; CHRM1 PAM = 2.1; M4 ag = 2.4; CHRM4 antagonist = 7.9; CHRM5 agonist = 5.7; CHRM1 antagonist = 1.1

(list continues)
Fields: M5 PAM, CRFBP-R2 agonist, CHRM4 PAM, M5 antag, CHRM1 PAM, M4 ag, CHRM4 antagonist, CHRM5 agonist, CHRM1 antagonist
- Cc1ccc(S(=O)(=O)N(C)C)cc1NC(=O)CN1C(=O)NC2(CCCCCCC2)C1=O
  -0.2, 2.2, -0.5, -10.3, 11.6, -0.4, -6.3, -2.9, -3.1
- Cc1ccc(-c2csc3nc[nH]c(=S)c23)cc1C
  -2.1, -1.7, -0.4, -4.8, 13.4, -2.2, -2.2, -2.6, -8.4
- O=C(Nc1nnc(CC(c2ccccc2)c2ccccc2)s1)c1ccco1
  4.1, 0.6, 3.4, -8.4, 6.6, -1.4, -3.3, -1.5, -0.6
- CC(=O)c1cccc(OCc2cc(C(=O)N3C[C@H]4CC[C@H]3C4)no2)c1
  -1.6, -1.1, 8.3, -1.0, 4.6, 2.7, -6.2, -2.8, -1.5
- Cc1cc(C)cc(NC(=S)NC(=O)Cc2ccccc2)c1
  6.6, 5.8, -6.0, -12.2, 9.9, 2.2, -0.4, 0.4, -19.5
- CCCCOCCCNS(=O)(=O)Cc1ccccc1
  -4.5, 0.1, 9.0, 8.7, 2.1, 1.3, -3.0, 1.9, 3.3
- CC(=O)NN1C(=O)c2ccc(Oc3ccc([N+](=O)[O-])cc3)cc2C1=O
  -2.1, 0.3, 9.9, -4.0, 7.7, 2.1, -9.9, 3.6, -27.9
- C=CCNC(=O)CN1CCC(n2nnc3cc(C(F)(F)F)ccc32)CC1
  -4.2, -0.5, -5.2, -10.0, 12.2, 0.7, -7.4, -1.3, -10.5
- COc1ccc(CCNC(=O)COc2cc(=O)n(C)c3ccccc23)cc1OC
  -3.8, 1.5, 8.2, -2.3, 6.5, 1.2, -2.8, -1.7, -3.2
